Screening data deposited in PubChem BioAssay by several laboratories.
Mtb FBA inh – Mtb FBA enzyme inhibitors, primary screen, biochemical, fluorescence, strain H37Rv | purified M. tuberculosis FBA, fluorescence read-out | AID 588726, 2011 | hit rate 2.3% among 360,000 | Fructose-bisphosphate aldolase (Mycobacterium tuberculosis (strain ATCC 25618 / H37Rv)), … | inhibition, % at 1 µM; in the data active means inhibition above about 27%;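 further: 0% = vehicle and 100% = reference inhibitor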
Target sequence (P9WQA3 whole entry, looked up): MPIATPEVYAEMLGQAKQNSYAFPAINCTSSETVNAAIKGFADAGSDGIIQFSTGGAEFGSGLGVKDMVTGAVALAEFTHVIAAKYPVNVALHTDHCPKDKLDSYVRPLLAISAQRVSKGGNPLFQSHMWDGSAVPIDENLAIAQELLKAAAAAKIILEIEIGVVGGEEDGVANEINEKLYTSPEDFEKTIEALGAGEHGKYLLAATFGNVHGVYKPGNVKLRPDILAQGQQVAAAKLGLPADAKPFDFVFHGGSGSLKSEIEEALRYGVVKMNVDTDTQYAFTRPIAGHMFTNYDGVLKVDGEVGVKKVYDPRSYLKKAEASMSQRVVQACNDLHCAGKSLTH
UGM FP inh – M. tuberculosis UGM enzyme inhibitors, primary screen, biochemical, fluorescence polarization, single point; UDP-galactopyranose mutase (Mycobacterium tuberculosis (strain ATCC 25618 / H37Rv)), …; purified UGM, fluorescence polarization probe displacement; inhibition, % at 10 µM; hit rate 0.06% among 320,000; in the data active means inhibition above about 10%, passing the limit was not always enough; inconclusive means no clear call, values can overlap the other calls
Target sequence (P9WIQ1 whole entry, looked up): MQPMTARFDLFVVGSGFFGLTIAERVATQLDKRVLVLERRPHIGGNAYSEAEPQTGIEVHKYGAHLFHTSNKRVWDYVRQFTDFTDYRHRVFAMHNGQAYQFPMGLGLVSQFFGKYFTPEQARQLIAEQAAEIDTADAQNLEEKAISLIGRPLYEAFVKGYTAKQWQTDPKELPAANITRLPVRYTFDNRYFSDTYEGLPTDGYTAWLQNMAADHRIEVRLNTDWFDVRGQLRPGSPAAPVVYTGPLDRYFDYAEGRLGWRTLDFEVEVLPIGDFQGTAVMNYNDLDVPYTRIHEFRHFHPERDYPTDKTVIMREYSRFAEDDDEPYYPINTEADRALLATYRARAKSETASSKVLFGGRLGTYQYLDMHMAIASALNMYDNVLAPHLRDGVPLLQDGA
BoNT A protease – BoNT/A light chain protease inhibitors, primary screen, biochemical, flow cytometry, MLPCN library. multiplex microsphere protease substrate cleavage. AID 588499, 2011. hit rate 0.17% among 360,000. inhibition, % at 10 µM; in the data active means inhibition above about 30%; inconclusive means no clear call, values can overlap the other calls; further: plate controls were buffer without enzyme for full effect and enzyme alone for no effect
CCHF vOTU inh – CCHFV vOTU protease inhibitors, primary screen, biochemical, Pep-AMC substrate, fluorescence | AID 651958, 2012 | inhibition, % at 11.5 µM | hit rate 0.55% among 370,000 | Crimean-Congo hemorrhagic fever virus L polyprotein viral ovarian tumor (vOTU) protease …; further: 0% = vehicle wells with enzyme and 100% = no enzyme wells
BioA inh – M. tuberculosis BioA enzyme inhibitors, primary screen, biochemical, plate reader, single point, HTS; 7,8-diaminopelargonic acid synthase BioA (Mycobacterium tuberculosis); purified M. tuberculosis BioA enzyme; inhibition, % at 9.99 µM; hit rate 0.096% among 360,000; AID 602481, 2012; in the data active means inhibition above about 40%; inconclusive means no clear call, values can overlap the other calls
BoNT F protease – BoNT/F light chain protease inhibitors, primary screen, biochemical, flow cytometry, MLPCN library. Botulinum neurotoxin type F light chain protease (Clostridium botulinum). Multiplex microsphere protease cleavage assay. inhibition, % at 10 µM. hit rate 0.22% among 360,000; in the data active means inhibition above about 35%, passing the limit was not always enough; inconclusive means no clear call, values can overlap the other calls; further: plate controls were buffer without enzyme for full effect and enzyme alone for no effect
FadD28 FP inh – inhibitors of FadD28 bisubstrate probe binding, primary screen, biochemical, fluorescence polarization, single point. Mycobacterium tuberculosis FadD28 fatty-acid-AMP ligase. inhibition, % at 12.5 µM. hit rate 0.22% among 360,000; in the data active means inhibition above about 8.5%, passing the limit was not always enough; inconclusive means no clear call, values can overlap the other calls
GDH-TPI counter – GDH-TPI coupling enzyme inhibitors, primary screen, artefact control for M. tuberculosis FBA inhibitor project, biochemical, absorbance, full deck | GDH-TPI coupled enzyme counterscreen, NADH absorbance | inhibition, % at 4.8 µM | hit rate 1.2% among 360,000;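 further: 0% = DMSO wells and 100% = wells lacking the enzyme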
PrPC TRFRET – inhibitors of human cell surface prion protein PrPC, primary screen, cell-based, TR-FRET | hit rate 0.43% among 370,000 | AID 720596, 2013 | Major prion protein (Homo sapiens), P04156 | TR-FRET read-out | inhibition, % at 13.8 µM; in the data active means inhibition above about 24%; further: 0% = median of the test wells and 100% = reference compound wells
Starred values were filed as active, the others as inactive; ? = inconclusive; · = not tested or not shown. Unless noted, no stated cut-off is given here; in the data, active means inhibition above about 30%; inactive means the rest. This is a random part of the collection. Share with any hit: about 4.8%.

SMILES	Mtb FBA inh	UGM FP inh	BoNT A protease	CCHF vOTU inh	BioA inh	BoNT F protease	FadD28 FP inh	GDH-TPI counter	PrPC TRFRET
CCN(C(=S)Nc1cccc2ccccc12)c1ccccc1	29.6*	·	0.1	-34.6	-0.3	-9.9	-2.5	13.3	7.8
CC(C)(C)NC(=O)C1c2ccccc2Oc2ccccc21	2.2	0.5	-2.0	9.3	1.6	?	0.1	-15.4	-5.5
COc1ccc(C2Nc3ccccc3C(=O)N2NC(C)=O)cc1OC (stereo not drawn)	36.1*	-3.7	-0.3	-45.5	·	0.0	-4.6	-1.9	2.3
O=C1CNC(=S)N1c1nc(-c2ccccc2)cs1	-4.1	-0.7	-2.1	12.4	·	-10.0	-0.7	16.3	-1.0
COc1cccc(C(=O)Nc2nc(-c3ccc4c(c3)OCO4)cs2)c1	5.0	-2.5	-0.9	1.6	-1.8	-14.0	-2.3	-1.4	-5.9
CC(C)c1ccc(NC(=O)CCCN2C(=O)NC(C)(C)C2=O)cc1	-0.2	-0.8	-0.5	9.1	1.9	-5.9	-3.3	5.6	-2.5
COCCSc1nnc(NC(=O)c2ccco2)s1	-0.2	-0.4	0.8	6.5	-1.9	?	1.6	20.8	-2.0
CCOC(=O)C1(C)CCN1C(=O)c1ccc(N(C)C)cc1 (stereo not drawn)	0.4	·	-0.2	-10.3	0.6	3.0	-1.8	12.5	1.8
COc1cc(-c2noc(CCCC(=O)NCc3ccco3)n2)cc(OC)c1OC	-5.2	0.1	3.5	-7.2	-0.5	5.5	-3.2	-10.7	4.2
Cc1ccc(S(=O)(=O)NCc2ccccc2)cc1C(=O)N(C)Cc1ccccc1F	2.4	1.0	-2.4	-2.3	-1.7	-6.9	3.7	-0.7	3.2
CCC(C)NC(=O)CNC(=S)N(Cc1ccccc1F)C1CCCCC1 (stereo not drawn)	-2.6	-1.5	-0.4	1.5	·	-3.0	-1.2	6.8	10.0
O=C(COc1ccc(Cl)cc1)N1CCCCCCC1	0.4	-5.3	3.8	-9.8	1.1	5.4	-3.5	1.5	10.9
NNC(=O)c1nnsc1-c1csnn1	0.2	·	-0.7	7.2	·	6.2	-3.4	12.4	-5.5
Nc1cc(=O)[nH]c(SCC(=O)N2CCCC2)n1	-1.0	0.4	2.8	-3.2	0.5	9.1	-0.6	-2.2	1.6
Cn1c(=O)[nH]c(=O)c2c1nc(Sc1nc3ccccc3s1)n2Cc1ccccc1	7.6	-2.3	-0.8	13.3	2.1	-0.6	-3.4	-0.9	-1.5
Cc1nc2c(OCc3ccc(F)c(F)c3)cccn2c1N(C)C(=O)CCC1CCCC1	-0.5	·	-0.4	12.4	11.8	-4.2	-2.9	2.2	16.0
CCSc1cc(C)nc2c(-c3ccccc3)c(C)nn12	1.9	0.5	-5.6	-10.5	0.9	-61.5	-1.5	16.3	-1.4
Cc1cccc(OCCNC(=O)CSc2ccc(C(F)(F)F)cc2[N+](=O)[O-])c1	-0.6	-2.2	-1.3	8.8	·	-5.3	0.0	22.1	3.4
CCOc1ccccc1C(=O)N[C@H](C(=O)OCc1csc(CC(=O)Nc2ccc(C)cc2)n1)C(C)C	-1.4	-0.5	0.3	14.9	-1.2	2.3	-7.2	-0.4	8.3
Cc1c(NC(=O)c2ccccc2N)cccc1C(=O)O	14.1	0.3	0.5	-11.6	0.6	2.3	-4.6	-0.6	-3.3
Cc1c(C(=O)N2CCCC2)oc2c1-c1nn(CC(=O)NCCCN3CCCCC3C)cc1CC2 (stereo not drawn)	5.3	0.1	-1.5	-8.6	-2.3	9.9	0.6	12.9	-2.6
COc1cccc(CN2CCNC(=O)C2CC(=O)NCCn2cccn2)c1OC (stereo not drawn)	1.6	1.6	0.5	-10.2	·	-1.3	0.0	3.3	0.4
COc1cccc(NC(=O)C2(C)CCN2Cc2ccc(SC)cc2)c1 (stereo not drawn)	-4.7	·	-0.3	-6.8	-2.2	-3.9	-5.1	0.0	-5.9
COC(=O)c1sccc1NC(=O)c1ccc(C#N)cc1	-5.9	-3.4	-2.8	·	-1.1	3.8	-1.1	5.2	·
COc1cccc(Nc2n[nH]c(=S)s2)c1	-1.7	0.6	0.2	11.0	·	2.6	-0.7	20.7	0.8

Seven structures out of the list, ordered by heavy-atom count, ascending:
SMILES	Mtb FBA inh	UGM FP inh	BoNT A protease	CCHF vOTU inh	BioA inh	BoNT F protease	FadD28 FP inh	GDH-TPI counter	PrPC TRFRET
COc1cccc(Nc2n[nH]c(=S)s2)c1	-1.7	0.6	0.2	11.0	·	2.6	-0.7	20.7	0.8
Nc1cc(=O)[nH]c(SCC(=O)N2CCCC2)n1	-1.0	0.4	2.8	-3.2	0.5	9.1	-0.6	-2.2	1.6
COCCSc1nnc(NC(=O)c2ccco2)s1	-0.2	-0.4	0.8	6.5	-1.9	?	1.6	20.8	-2.0
Cc1c(NC(=O)c2ccccc2N)cccc1C(=O)O	14.1	0.3	0.5	-11.6	0.6	2.3	-4.6	-0.6	-3.3
COc1cccc(NC(=O)C2(C)CCN2Cc2ccc(SC)cc2)c1 (stereo not drawn)	-4.7	·	-0.3	-6.8	-2.2	-3.9	-5.1	0.0	-5.9
CCC(C)NC(=O)CNC(=S)N(Cc1ccccc1F)C1CCCCC1 (stereo not drawn)	-2.6	-1.5	-0.4	1.5	·	-3.0	-1.2	6.8	10.0
Cc1c(C(=O)N2CCCC2)oc2c1-c1nn(CC(=O)NCCCN3CCCCC3C)cc1CC2 (stereo not drawn)	5.3	0.1	-1.5	-8.6	-2.3	9.9	0.6	12.9	-2.6

(further entries)
SMILES	Mtb FBA inh	UGM FP inh	BoNT A protease	CCHF vOTU inh	BioA inh	BoNT F protease	FadD28 FP inh	GDH-TPI counter	PrPC TRFRET
O=C(NCc1cccs1)c1ccc2sc(C3=C[C@@H](O)[C@@H](O)[C@@H](CO)O3)nc2c1	1.4	·	0.4	11.4	0.5	3.5	-4.2	4.9	-18.5
O=[N+]([O-])c1cc(C(F)(F)F)ccc1NC1CCN(Cc2ccccc2)CC1	0.4	2.6	-2.5	-2.4	7.2	?	-0.5	-3.1	0.3
COCC(=O)Nc1cc([N+](=O)[O-])ccc1C	-5.0	0.4	0.0	6.2	0.8	-1.2	-1.9	9.8	-7.3
Cc1nc([N+](=O)[O-])c(C(=O)OCc2ccccc2)n1C	1.7	1.9	-0.3	-0.8	-1.2	0.6	-0.8	4.9	-3.2
CN(C)/C=C/C(=O)c1cccc(Cl)c1	-3.2	1.4	-1.3	10.5	·	-4.8	1.1	42.3*	-4.4
NC(=O)CC(NC(=O)Cc1ccc(Br)cc1)c1ccc(NCCN2CCOCC2)c([N+](=O)[O-])c1 (stereo not drawn)	-1.3	3.3	0.0	1.7	1.2	-4.9	0.5	11.1	-16.2
CCOc1ccc(N2C(=O)CSC2=NC#N)cc1	4.5	-3.0	0.5	7.4	0.9	4.5	1.0	21.2	-5.4
O=C(Nc1cccc(F)c1)C1CCN(S(=O)(=O)c2cccc3nonc23)CC1	-0.4	1.5	-2.8	11.1	11.8	-7.9	-2.3	8.1	-20.4
CC[C@@]1(C(=O)OC)N[C@H](CN(C)C(=O)Nc2ccc(C)cc2)[C@@H]2C(=O)N(Cc3ccccc3)C(=O)[C@@H]21	-2.4	-1.7	-0.4	4.1	0.1	-3.6	-3.4	3.6	-1.2
O=C(NCCc1ccccc1F)C1CCCN(c2nc3ccccc3s2)C1 (stereo not drawn)	0.7	0.8	-0.4	6.2	1.6	-6.3	0.0	3.1	-2.4
COC(OC)c1ccnc(-c2ccc(OC(=O)c3ccccc3)cc2)n1	-1.2	-1.3	0.0	-4.4	·	-4.6	-1.3	1.3	6.8
CC1CC(C)CN(C(=O)COC(=O)c2cccc([N+](=O)[O-])c2)C1 (stereo not drawn)	-2.5	-2.1	0.1	-2.0	-0.9	-1.2	-0.5	0.0	0.7
COc1ccc(CC(=O)N2CCc3ccccc32)cc1	-1.9	-1.6	-0.1	15.5	0.7	-17.6	-1.1	15.9	13.4
CCOC(=O)C1=NN(C(=O)Cc2ccccc2)C(O)(C(C)(C)C)C1 (stereo not drawn)	2.2	-0.5	-0.2	-6.3	·	-0.6	-2.4	3.9	-3.5
COC(=O)C1=CN(CC2CCCO2)C=C(C(=O)OC)C1c1ccccc1C(F)(F)F (stereo not drawn)	158.3*	-1.3	-0.5	-88.1	-1.0	7.1	-4.2	6.2	0.8
N#Cc1c2n(c3c(=O)n(Cc4ccccc4Cl)cnc13)CCCCC2	8.2	-0.3	-0.6	2.6	-1.0	-11.7	-0.3	-1.7	-4.8
O=C(O)CSc1nnc(-c2cccc(S(=O)(=O)N3CCOCC3)c2)n1-c1ccc(F)cc1	0.1	1.2	?	-6.7	0.2	?	-3.5	-9.5	-2.8
O=C(CN1C(=O)c2ccccc2C1=O)NCC1COc2ccccc2O1 (stereo not drawn)	-0.7	5.5	-0.9	-3.1	-0.8	-12.6	0.8	-5.0	2.6
Cc1cc(C)cc(Cn2cc(CN3CC(N4CCSCC4)CS3(=O)=O)nn2)c1 (stereo not drawn)	·	·	0.2	17.1	·	5.6	·	·	-2.5
CCc1noc(C)c1C(=O)OC(C)C(=O)NCc1ccc(OC)cc1 (stereo not drawn)	-2.0	1.1	-0.9	-2.8	-1.1	-11.7	-3.2	-5.4	9.2
COc1ccc(C2NC(=O)c3n[nH]c(C)c32)c(OC)c1 (stereo not drawn)	-0.9	0.3	-1.1	21.8	1.3	-6.3	-2.9	4.7	-4.2
O=C(Nc1ccon1)c1cc2c(s1)CCCC2	-2.9	0.4	?	·	·	4.8	-5.0	1.4	·
CC[C@H](C)[C@H](NC(=O)OCc1ccccc1)C(=O)OCC(=O)N1CCN(c2ccc(OC)cc2)CC1	0.1	·	-1.1	1.2	0.4	-11.7	-4.0	-6.2	2.0
O=C(CSc1nnnn1C1CCCC1)Nc1ccc(F)cc1	-1.5	2.2	0.7	-8.3	-0.8	-1.4	-0.5	3.3	9.1
CN(Cc1ccc(Cl)cc1)C(C(=O)NC1CCCCC1)c1cc2ccccc2o1 (stereo not drawn)	1.0	·	0.1	-3.0	0.3	15.2	-2.1	·	-8.4
CC(=O)c1cccc(NC(=O)CCS(=O)(=O)c2ccc(Br)s2)c1	0.3	-2.3	0.3	-8.0	-1.2	6.7	-0.7	7.2	-0.6
CCOC(=O)c1c(C)nc(C)c(C(=O)OCC)c1-c1cccnc1	0.9	-1.2	3.3	8.6	-1.3	0.5	-2.5	4.6	-7.6
